Screening results deposited in PubChem BioAssay by National Center for Advancing Translational Sciences (NCATS).
GPT2 inhibitor – blocks human glutamate pyruvate transaminase 2; Recombinant GPT2, coupled pyruvate oxidase/HRP Amplex Red fluorescence; Potency, µM (highest dose often 57.7 µM), for inactives: at the highest dose activity change, negative = inhibition, hits mostly inhibitors; actives 0.25% (n = 100,000); AID 1671188; further: potency means the concentration at half of the fitted maximal effect; nearly all actives have a fitted effect of over 60% in size; many of its hits are not listed in these tables
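GPT2 10ng/uL, a-KG 250uM, L-Ala 2mM, HEPES pH7.5 + 0.0001% Tween; 30 min RT. Then Amplex mix (PO/HRP/ThPP), 30 min RT dark, fluorescence. AOA 50uM used as positive control.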
HEK cytotox – HEK 293 cell cytotoxicity | HEK 293 viability, ATP luminescence (CellTiter-Glo), 48-72 h | Potency, µM (highest dose often 115 µM), inactives show at the highest dose activity change, negative = cytotoxicity, usual class: inhibitors | actives 6.6% (n = 94,000) | AID 1345083; further: potency means the concentration at half of the fitted maximal effect; nearly all actives have a fitted effect of over 60% in size
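ATP-coupled CellTiter-Glo luminescence served as viability read-out, recorded 10 min after reagent addition at room temperature. HEK 293 cells, 250 cells/well, had been incubated with pintool-transferred compound for 48 or 72 hr at 37 degree Celsius.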
SNCA expr inhib – reduces expression of the alpha-synuclein gene | HEK-293 SNCA-luciferase knock-in, luminescence, 24 h | Potency, µM (titrated, usually from 57.2 µM), without a hit: at the top dose activity change, negative = inhibition, usual class: inhibitors | actives 0.17% (n = 140,000);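 further: potency means the concentration at half of the fitted maximal effect; plate controls were DMSO cells for no effect and cell-free wells for full effect; nearly all actives have a fitted effect of over 45% in size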
HEK293 viab – reduces viability of HEK-293 SNCA reporter cells; Potency, µM (top dose mostly 57.1 µM), for inactives: at the top dose activity change, negative = cytotoxicity, most hits filed as cytotoxic; actives 0.12% (n = 150,000); HEK-293-SNCA-luc viability, GF-AFC fluorescence, 24 h;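 further: potency means the concentration at half of the fitted maximal effect; 0% = DMSO-treated cells and -100% = medium-only wells without cells; nearly all actives have a fitted effect of over 30% in size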
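Cytotoxicity counterscreen: after 24 h compound treatment of genome-edited SNCA-luciferase HEK-293 cells, live-cell protease substrate GF-AFC read by fluorescence after 30 min; activity scaled between DMSO (0%) and medium-only (-100%), curves Hill-fitted.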
Luciferase inh – Photinus pyralis luciferase inhibition. P08659. actives 2.5% (n = 76,000). purified P. pyralis luciferase, luminescence, biochemical. Potency, µM (doses to about 115 µM), inactives show at the top dose activity change, negative = inhibition, actives largely listed as inhibitors; further: potency means the concentration at half of the fitted maximal effect; nearly all actives have a fitted effect of over 65% in size
Target sequence (P08659 whole entry, looked up): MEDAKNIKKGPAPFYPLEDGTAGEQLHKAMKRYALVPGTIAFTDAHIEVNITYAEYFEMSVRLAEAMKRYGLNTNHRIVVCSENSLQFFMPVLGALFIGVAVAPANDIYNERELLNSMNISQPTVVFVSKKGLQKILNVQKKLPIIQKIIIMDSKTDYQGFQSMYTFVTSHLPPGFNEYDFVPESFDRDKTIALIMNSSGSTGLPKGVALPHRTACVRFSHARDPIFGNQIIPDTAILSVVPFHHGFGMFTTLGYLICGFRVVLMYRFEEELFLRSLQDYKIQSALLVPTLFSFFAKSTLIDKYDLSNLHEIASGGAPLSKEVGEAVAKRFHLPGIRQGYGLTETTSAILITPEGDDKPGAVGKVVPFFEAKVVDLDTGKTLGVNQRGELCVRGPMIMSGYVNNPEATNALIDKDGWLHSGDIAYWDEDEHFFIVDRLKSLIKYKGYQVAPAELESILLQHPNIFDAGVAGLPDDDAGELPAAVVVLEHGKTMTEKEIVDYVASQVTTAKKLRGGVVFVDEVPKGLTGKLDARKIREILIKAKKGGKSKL
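Luminescence read by CCD imaging after purified firefly luciferase (10nM final) was added to substrate buffer holding 10uM D-luciferin and 10uM ATP, pH 7.5, pre-dosed with compound.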
IP6K1 inh – IP6K1 kinase inhibition; activity change, % (series mostly up to about 58 µM); IP6K1 kinase, ADP-Glo luminescence, 2 h; hits give low values; Q92551; actives 0.81% (n = 140,000); AID 1645851; in the data active means activity change below about -25%
Target sequence (Q92551 whole entry, looked up): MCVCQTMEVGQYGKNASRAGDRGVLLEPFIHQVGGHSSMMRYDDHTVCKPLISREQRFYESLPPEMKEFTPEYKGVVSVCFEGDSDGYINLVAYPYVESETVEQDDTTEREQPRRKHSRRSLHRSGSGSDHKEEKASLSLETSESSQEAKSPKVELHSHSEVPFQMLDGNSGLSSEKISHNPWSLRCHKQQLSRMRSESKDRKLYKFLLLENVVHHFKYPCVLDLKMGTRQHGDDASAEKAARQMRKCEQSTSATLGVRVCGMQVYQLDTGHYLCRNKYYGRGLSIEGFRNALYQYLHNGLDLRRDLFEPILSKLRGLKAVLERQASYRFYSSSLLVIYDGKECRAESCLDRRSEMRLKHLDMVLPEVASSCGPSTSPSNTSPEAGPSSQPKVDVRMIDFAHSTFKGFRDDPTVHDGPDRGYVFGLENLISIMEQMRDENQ
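ADP-Glo luminescence measures ADP made by human IP6K1 during a 2 h RT reaction with ATP/IP6 (mix at 1.3 mM/130 uM); top library doses 57.5 and 19.1 uM final.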
NIH3T3 tox – cytotoxic compounds in NIH 3T3 cells; Potency, µM (highest dose often 96.7 µM), for inactives: at the top dose activity change, negative = cytotoxicity, most hits filed as inhibitors; NIH 3T3 viability, CellTiter-Glo ATP luminescence, 48-72 h; AID 1345082; actives 4.3% (n = 94,000); further: potency means the concentration at half of the fitted maximal effect; nearly all actives have a fitted effect of over 55% in size
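Viability of NIH 3T3 cells after 48 or 72 hr compound treatment at 37 °C was assessed by CellTiter-Glo, with luminescence imaged following a 10 min room-temperature step.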
* = called active by the depositor; i = inactive; u = inconclusive; x = no result given; [ ] = dose if it differs, or a comment. Unless noted, the call rests on the fitted dose curve; in most records, active means well fitted curve in the direction sought with a large enough effect; inconclusive means small, poorly fitted or top-dose-only effect, or another doubt; inactive means no such curve, though single readings can be large; an effect the other way counts as inactive or inconclusive. Unless noted, on the % scale 0 is the no-effect control and ±100 the full control effect. An excerpt; the hit share may differ from the screen's.

Short keys – A = GPT2 inhibitor; B = HEK cytotox; C = SNCA expr inhib; D = HEK293 viab; E = Luciferase inh; F = IP6K1 inh; G = NIH3T3 tox
Molecule: COCC(=O)N(C1CCOCC1)C1CCN(C(=O)c2ccc(OC)cc2C)CC1
  A = i	B = -5%	C = 6%	D = 1%	E = 0%	F = 6	G = 3%

Molecule: COc1cccc(CNC(=O)c2sc3nc4n(c(=O)c3c2C)CCC4)c1
  A = x	B = x	C = 64%[activator]	D = -13%	E = x	F = 8	G = x

Molecule: CC(=O)N1CCC(C(=O)N(C)CC2(C)CCOCC2)CC1
  A = i	B = -16%	C = -11%	D = -2%	E = -26%	F = 12	G = -2%

Molecule: O=C(Nc1ccc(F)cc1)c1ccc2oc(-c3cccnc3Cl)nc2c1
  A = i	B = u	C = 47%[activator]	D = -4%[12.5 µM]	E = x	F = 23	G = u

Molecule: O=C(c1nc2c(o1)CCN(Cc1cccc(Cl)c1)CC2)N1CCOCC1
  A = 4%[88.5 µM]	B = u	C = 0%[87.6 µM]	D = -25%[87.6 µM]	E = 12%[172 µM]	F = -2	G = u

Molecule: CNC(=O)c1cc(C2CC2)nc2onc(C3CCCN3C(=O)c3cccc(Cl)c3)c12 (stereo not given)
  A = x	B = u	C = x	D = x	E = x	F = 10	G = u

Molecule: Cc1c(CNCCCc2ccccc2)c(C(=O)O)c(C)n1Cc1ccc(Cl)cc1
  A = x	B = x	C = -23%	D = -19%	E = x	F = -10	G = x

Molecule: CC(C)CNC(=O)c1cc2n(n1)CC(c1ccc3c(c1)OCO3)OC2 (stereo not given)
  A = i	B = 45µM*	C = 6%	D = 1%	E = -4%	F = 23	G = 40µM*

Molecule: Cc1ccc2c(c1)c1c(c(=O)n(-c3ccccc3)c(=O)n1CC(=O)c1ccc(Cl)cc1)n2C
  A = x	B = x	C = 27%	D = 7%	E = x	F = -3	G = x

Molecule: CC(C)CC(=O)Nc1ccc2nc(SCC(=O)N3CCc4ccccc43)sc2c1
  A = x	B = x	C = 10%	D = -6%	E = x	F = 2	G = x

Molecule: COCCN1CCOc2nc(-c3ccc(F)c(Cl)c3)ncc2C1=O
  A = 5%[88.5 µM]	B = u	C = -14%[87.6 µM]	D = 5%[87.6 µM]	E = u	F = 4	G = u

Molecule: COc1ccc([C@H]2C[C@@H](O)[C@@H](O)[C@@H]2NS(=O)(=O)c2ccc(Cl)cc2)cc1
  A = 1%[88.5 µM]	B = -29%[172 µM]	C = 7%[87.6 µM]	D = 3%[87.6 µM]	E = -6%[172 µM]	F = 2	G = -29%[138 µM]

Molecule: COc1cc(C(=O)N2CCN(C(=O)COc3cccc(C)c3)CC2)cc(OC)c1OC
  A = x	B = x	C = 17%	D = 10%	E = x	F = 29	G = x

Molecule: COc1ccc(C(=O)NCCn2c(C)cnc2-c2ccncc2)cc1
  A = 1%	B = i	C = 20%	D = -20%	E = -2%	F = 0	G = -5%

Molecule: COc1ccc(C2(CNC(=O)C(=O)Nc3ccc(F)cc3)CCCC2)cc1OC
  A = x	B = x	C = 6%	D = -4%	E = x	F = -1	G = x

Molecule: Cc1ccc2c(c1)-c1ncc(C(=O)c3ccccc3O)cc1CO2
  A = x	B = x	C = 79%[activator]	D = 16%	E = x	F = 4	G = x

Molecule: O=C(c1cnccn1)N1CCCCCCn2c(nnc2-c2ccc(F)cc2)CC1
  A = i	B = -22%	C = 3%	D = 3%	E = -2%	F = -9	G = -20%

Molecule: C=C1C(=O)O[C@H]2[C@H]1CC/C(C)=C/CC[C@@]1(C)O[C@@H]21
  A = -3%	B = x	C = x	D = -20%	E = x	F = 28	G = x

Molecule: Cc1cnc(C)c(N2CCN(C(=O)[C@H]3CC[C@@H](N)C3)CC2)n1
  A = -12%	B = 0%	C = 21%	D = 5%	E = 9%	F = 11	G = -8%

Molecule: CC1(C)C(=O)N(Cc2ccccc2)[C@H]2CN(CC3CCOC3)C[C@H]2[S+]1(=O)[O-] (stereo not given in full)
  A = 4%[88.5 µM]	B = i	C = 2%[87.6 µM]	D = 0%[87.6 µM]	E = -2%[172 µM]	F = 32	G = 89µM*

Molecule: Cc1cccc(C(=O)Nc2ccccc2OCc2cc(=O)n3cc(C)ccc3n2)c1
  A = x	B = x	C = 1%	D = -3%	E = x	F = 5	G = x

Molecule: O=C(c1ccc(Cl)cc1)N1CC2(CCCN(CC3CCCCC3)C2)Cc2ccccc21 (stereo not given)
  A = 4%	B = u	C = -16%	D = 3%	E = x	F = 2	G = u

Molecule: COCCC(=O)N[C@@H]1CN(S(C)(=O)=O)C[C@H]1CN(C)C
  A = -19%	B = 4%	C = u	D = 4%	E = 2%	F = 23	G = -8%

Molecule: CCCc1noc(-c2cccn3c(CNC(=O)Cc4c[nH]c5ccccc45)nnc23)n1
  A = 4%	B = -33%	C = 37%[activator]	D = -10%	E = 9%	F = 33	G = -6%

Molecule: Cc1nn(-c2ccccc2)c2c1C(C(C)C)N(C1CCN(C(=O)C(C)(C)C)C1)C2=O (stereo not given)
  A = x	B = 89µM*	C = x	D = x	E = x	F = -6	G = u

Molecule: Cc1cnc(-c2ccncc2)n1CCC1CCN(C(=O)C(C)Oc2ccccc2)CC1 (stereo not given)
  A = i	B = 45µM*	C = -14%	D = 4%	E = x	F = 21	G = u

Molecule: Cc1nc(C(=O)N2CCCC(CCc3cccc(C(F)(F)F)c3)C2)c(C)o1 (stereo not given)
  A = i	B = 25µM*	C = 4%	D = -9%	E = 16%	F = -13	G = u

Molecule: CC(C)(C)Cn1c(N)nc2ccc(-c3[nH]c(C(C)(C)C)nc3-c3ccc(F)cc3)nc21
  A = 4%	B = x	C = 27µM*	D = u	E = x	F = -25*	G = x

Molecule: CCOc1ccc(N(C(=O)c2ccc(C)cc2)S(=O)(=O)c2ccc3c(c2)n(C)c(=O)n3C)cc1
  A = x	B = x	C = 17%	D = 14%	E = x	F = -10	G = x

Molecule: CN1C(=O)c2cccn2CC1CNC(=O)c1ccco1 (stereo not given)
  A = 2%	B = -11%	C = 2%	D = -9%	E = 0%	F = 1	G = -19%

Molecule: CCOc1ccc(NC(=O)C(=O)NCCc2csc(-c3ccc(F)cc3)n2)cc1
  A = x	B = x	C = 23%	D = -2%	E = x	F = 53	G = x

Molecule: Cc1cccc(CSc2nc3cccnc3n2Cc2ccc(C(=O)NCc3cccs3)cc2)c1
  A = x	B = x	C = 2%	D = u	E = x	F = -6	G = x

Molecule: O=C(Nc1ccc(C(=O)N2CCN(c3cccc(Cl)c3)CC2)cc1)c1nsc2ccccc12
  A = x	B = x	C = 41%[activator]	D = -1%	E = x	F = 10	G = x

Molecule: Cc1ccc(C)c(S(=O)(=O)N2CCN(C3CCN(CCc4ccccc4)C3=O)CC2)c1 (stereo not given)
  A = u	B = -24%	C = -16%	D = 4%	E = -7%	F = 2	G = u

Molecule: Cc1ccc(NC(=O)Cn2ccn3nc4c(c3c2=O)CCCC4)cc1F
  A = i	B = -28%	C = 4%	D = -4%	E = 2%	F = 34	G = -17%

Molecule: Cc1noc(-c2cn(C3CCCN(C(=O)c4ccc(N(C)C)cc4)C3)nn2)n1 (stereo not given)
  A = i	B = -2%	C = 33%[activator]	D = -10%	E = 3%	F = 11	G = -6%

Molecule: COc1ccc(Cn2c(C3CCN(C(=O)c4ccc(C(C)(C)C)cc4)CC3)n[nH]c2=O)cc1
  A = -16%	B = u	C = 9%	D = 2%	E = -3%	F = 9	G = u

Molecule: O=C(c1ccc(OC(F)F)cc1)N1CCCC(O)(CN2CCCC2)C1 (stereo not given)
  A = i	B = -27%	C = -5%	D = -4%	E = 11%	F = 2	G = -7%

Molecule: CCOc1ccc(-n2c(SCC(=O)Nc3ccc4c(c3)OCCO4)nc3c([nH]c4ccccc43)c2=O)cc1
  A = x	B = x	C = 51%[activator]	D = 5%	E = x	F = 17	G = x

Molecule: Cc1cn2nnc(C(=O)N3CCC(C(=O)Nc4ccc(C)c(C)c4)CC3)c2c(=O)[nH]1
  A = -9%	B = 13%	C = -15%	D = 4%	E = u	F = 5	G = i

Ordered by length of the SMILES (low to high): part of the list above.
Short keys – A = GPT2 inhibitor; B = HEK cytotox; C = SNCA expr inhib; D = HEK293 viab; E = Luciferase inh; F = IP6K1 inh; G = NIH3T3 tox
Molecule: O=C(c1ccc(OC(F)F)cc1)N1CCCC(O)(CN2CCCC2)C1 (stereo not given)
  A = i	B = -27%	C = -5%	D = -4%	E = 11%	F = 2	G = -7%

Molecule: Cc1noc(-c2cn(C3CCCN(C(=O)c4ccc(N(C)C)cc4)C3)nn2)n1 (stereo not given)
  A = i	B = -2%	C = 33%[activator]	D = -10%	E = 3%	F = 11	G = -6%

Molecule: Cc1cccc(CSc2nc3cccnc3n2Cc2ccc(C(=O)NCc3cccs3)cc2)c1
  A = x	B = x	C = 2%	D = u	E = x	F = -6	G = x

Molecule: Cc1ccc(C)c(S(=O)(=O)N2CCN(C3CCN(CCc4ccccc4)C3=O)CC2)c1 (stereo not given)
  A = u	B = -24%	C = -16%	D = 4%	E = -7%	F = 2	G = u

Molecule: O=C(Nc1ccc(C(=O)N2CCN(c3cccc(Cl)c3)CC2)cc1)c1nsc2ccccc12
  A = x	B = x	C = 41%[activator]	D = -1%	E = x	F = 10	G = x

Molecule: Cc1cn2nnc(C(=O)N3CCC(C(=O)Nc4ccc(C)c(C)c4)CC3)c2c(=O)[nH]1
  A = -9%	B = 13%	C = -15%	D = 4%	E = u	F = 5	G = i

Molecule: CCOc1ccc(-n2c(SCC(=O)Nc3ccc4c(c3)OCCO4)nc3c([nH]c4ccccc43)c2=O)cc1
  A = x	B = x	C = 51%[activator]	D = 5%	E = x	F = 17	G = x

Other compounds follow:
Short keys – A = GPT2 inhibitor; B = HEK cytotox; C = SNCA expr inhib; D = HEK293 viab; E = Luciferase inh; F = IP6K1 inh; G = NIH3T3 tox
Molecule: FC(F)(F)c1ccc(CN2CCNc3cc(Nc4cccnc4)ncc3C2)cc1
  A = u	B = 32µM*	C = -25%[87.6 µM]	D = -17%[87.6 µM]	E = -17%[172 µM]	F = -14	G = u

Molecule: CCCCC(CC)CNC(=O)CN1C(=O)CSc2ccc(S(=O)(=O)N3CCOCC3)cc21 (stereo not given)
  A = x	B = x	C = 2%	D = -13%	E = x	F = 37	G = x

Molecule: CNC(=O)[C@@H]1C[C@@H](n2cc(CNC(=O)Nc3ccc(F)cc3F)nn2)CN1
  A = 3%	B = -4%	C = -13%	D = 5%	E = -5%	F = -14	G = -4%

Molecule: CCN(CC)CCn1c(=N)n(CC(O)COc2ccccc2C)c2ccccc21 (stereo not given)
  A = x	B = x	C = -8%	D = -27%	E = x	F = -7	G = x

Molecule: O=c1[nH]c2cccnc2n1C1CC1
  A = i	B = 3%[230 µM]	C = u	D = -10%[87.6 µM]	E = -2%[230 µM]	F = 8	G = -4%[174 µM]

Molecule: COC(=O)c1c(-c2cccs2)csc1NC(=O)c1ccc(C(C)C)cc1
  A = x	B = x	C = 11%	D = -3%	E = x	F = 0	G = x

Molecule: COc1ccc(-c2cc(C(=O)Oc3ccc(Cl)cc3)c3ccccc3n2)cc1
  A = x	B = x	C = -11%	D = 20%	E = x	F = 39	G = x
